Giardia kill – kills Giardia lamblia. AID 540267. activity change, % at 7.66 µM, hits read low. hit rate 0.15% among 340,000. Giardia lamblia trophozoite viability; in the data active = activity change below about -80%; inconclusive = between about -30% and that limit;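 also: parasites exposed to compound for two days anaerobically before the ATP read; % is scaled to controls: 0 for no effect and ±100 for the full control effect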
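Killing of trophozoites was scored by loss of ATP luminescence after a 48 hrs anaerobic exposure to compounds at 37 deg C, using 100 cells per well.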
BRCA1 expr up – activators of BRCA1 expression | MCF7-BRCA1-FFLuc reporter, luminescence, 48 h; response scale: scaled: vehicle 0%, 10 µM genistein 100% | Potency, µM (highest dose often 46.1 µM), inactives show top-dose activation, most hits filed as activators | hit rate 1.1% among 380,000; also: potency is read from the fitted curve at half-maximal effect; nearly all actives have a fitted effect of over 80% in size; some results filed as inactive show a strong effect at the top dose
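Luminescence from a BRCA1-driven firefly luciferase in MCF7 cells was read after 48 h compound exposure at 37 C. Data normalized against DMSO and a 10microM genistein activation control, then curve-fitted across the titration.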
Rab9 promoter act – activators of Rab9 promoter | hit rate 2.8% among 320,000 | Potency, µM (series often up to 9.22 µM), for inactives: top-dose activation, negative = inhibition, most hits filed as activators | AID 485297 | Huh7 Rab9 promoter-luciferase reporter, luminescence, 24 h; also: potency is read from the fitted curve at half-maximal effect; % of control where 0% means no effect; nearly all actives have a fitted effect of over 60% in size
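Luminescence read-out: Huh7 cells stably expressing Rab9-luciferase, treated 24 h with compound at 37 °C, then lysed with luciferase reagent for 10 min at ambient before reading.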
p53 reactivator – re-activators of mutant p53. hit rate 0.063% among 320,000. Potency, µM (highest dose often 92.2 µM), without a hit: at the highest dose activity change, positive = activation, hits mostly activators. H1299 p53-A138V BP100-luciferase reporter, luminescence, 24 h. AID 504706; also: potency is read from the fitted curve at half-maximal effect; % of control where 0% means no effect; nearly all actives have a fitted effect of over 45% in size
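p53-null H1299 cells stably carrying temperature-sensitive p53-A138V and a BP100-luciferase reporter were pinned with compounds (4-point, 1:5 series) and held 24 hrs at 37 deg C. Luminescence was read 10 min after detection reagent.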
RORg inh – blocks mouse ROR gamma transcriptional activity | hit rate 5.4% among 310,000 | Drosophila S2 Gal4-RORgamma UAS-luciferase reporter, 20 h | Potency, µM (highest dose often 53.6 µM), without a hit: at the top dose activity change, negative = inhibition, most hits filed as inhibitors; also: potency is read from the fitted curve at half-maximal effect; % is scaled to controls: 0 for no effect and ±100 for the full control effect; nearly all actives have a fitted effect of over 60% in size
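Drosophila S2 cells stably expressing Gal4-DBD/mouse RORγ fusion under metallothionein promoter plus UAS-luciferase; compound 1 h, then 700 uM CuSO4 induction for 20 h at ambient temperature; inhibition read as reduced luminescence.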
Menin-MLL TR inh – menin-MLL binding inhibition, Texas Red mutant peptide | O00255 | AID 1768 | Menin + Texas Red MLL mutant peptide, fluorescence polarization | Potency, µM (top dose mostly 61.6 µM), for inactives: at the highest dose FP activity change, negative = inhibition, usual class: inhibitors | hit rate 0.23% among 270,000; active = well fitted inhibition curve with a large enough effect in the polarisation, with a control signal flat, not every such curve was filed as active; inconclusive = small, poorly fitted or top-dose-only effect, or effect the other way, or a change in a side signal; inactive = no such curve, though single readings can be large or run the other way; the % refers to the polarisation; also: potency is read from the fitted curve at half-maximal effect; % of control where 0% means no effect; many of its hits are not listed in these tables
VP16 counter – inhibits Gal4-VP16 luciferase reporter, ROR gamma counter-screen. hit rate 3.5% among 310,000. Drosophila S2 Gal4-VP16 UAS-luciferase, luminescence, 20 h. Potency, µM (doses to about 53.6 µM), inactives show top-dose activity, negative = inhibition, hits mostly inhibitors;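 also: Gal4-VP16 expression switched on by copper sulfate through the metallothionein promoter; potency is read from the fitted curve at half-maximal effect; % is scaled to controls: 0 for no effect and ±100 for the full control effect; nearly all actives have a fitted effect of over 50% in size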
NPC1 promoter act – activates the NPC1 promoter. Huh7 NPC1 promoter luciferase reporter, 24 h. Potency, µM (highest dose often 9.22 µM), inactives show at the top dose activation, usual class: activators. hit rate 2.4% among 320,000. AID 485313;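 also: potency is read from the fitted curve at half-maximal effect; % of control where 0% means no effect; nearly all actives have a fitted effect of over 60% in size; reporter is driven by a mutant NPC1 promoter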
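Cells: Huh7 expressing luciferase under the NPC1 promoter, 1500/well. Seeded 2 h, compound added, incubated 24 h at 37 °C. Luciferase reagent, 10 min ambient, then luminescence.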
PKM2 activator – PKM2 (human) enzyme activation; AID 1631; Potency, µM (highest dose often 57.5 µM), inactives show at the highest dose activation, most hits filed as activators; hit rate 0.34% among 260,000; purified PKM2, Kinase-Glo ATP luminescence, activation; response scale: 0% is enzyme alone, no compound; also: potency is read from the fitted curve at half-maximal effect; % is scaled to controls: 0 for no effect and ±100 for the full control effect; nearly all actives have a fitted effect of over 55% in size
Target sequence (P14618 whole entry, looked up): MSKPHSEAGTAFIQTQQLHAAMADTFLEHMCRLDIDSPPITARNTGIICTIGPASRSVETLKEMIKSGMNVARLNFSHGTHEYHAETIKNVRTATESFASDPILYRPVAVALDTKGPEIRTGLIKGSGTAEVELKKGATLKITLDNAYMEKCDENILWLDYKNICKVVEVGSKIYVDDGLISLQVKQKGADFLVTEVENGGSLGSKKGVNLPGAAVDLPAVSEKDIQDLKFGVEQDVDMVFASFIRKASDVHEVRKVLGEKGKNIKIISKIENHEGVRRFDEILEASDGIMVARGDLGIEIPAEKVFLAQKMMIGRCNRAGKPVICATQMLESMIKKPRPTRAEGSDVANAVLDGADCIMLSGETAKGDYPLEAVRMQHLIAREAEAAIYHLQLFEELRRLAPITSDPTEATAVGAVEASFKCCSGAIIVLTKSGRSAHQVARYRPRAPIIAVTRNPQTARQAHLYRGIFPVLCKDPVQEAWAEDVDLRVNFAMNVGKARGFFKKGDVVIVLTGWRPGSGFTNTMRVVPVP
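ATP formation by purified human PK-M2, quantified via coupled luciferase luminescence after 1 h at room temperature with 0.1 mM ADP and 0.5 mM PEP final.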
FLuc modulator – firefly luciferase modulation, counter-screen for miR-21 project. AID 588342. P08659. Potency, µM (top dose mostly 57.5 µM), without a hit: at the highest dose activity change, negative = inhibition, hits mostly inhibitors. purified FLuc, Km substrates, luminescence inhibition. hit rate 6.9% among 360,000;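 also: potency is read from the fitted curve at half-maximal effect; plate controls were vehicle for no effect and reference inhibitor for full effect; nearly all actives have a fitted effect of over 55% in size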
Target sequence (P08659 whole entry, looked up): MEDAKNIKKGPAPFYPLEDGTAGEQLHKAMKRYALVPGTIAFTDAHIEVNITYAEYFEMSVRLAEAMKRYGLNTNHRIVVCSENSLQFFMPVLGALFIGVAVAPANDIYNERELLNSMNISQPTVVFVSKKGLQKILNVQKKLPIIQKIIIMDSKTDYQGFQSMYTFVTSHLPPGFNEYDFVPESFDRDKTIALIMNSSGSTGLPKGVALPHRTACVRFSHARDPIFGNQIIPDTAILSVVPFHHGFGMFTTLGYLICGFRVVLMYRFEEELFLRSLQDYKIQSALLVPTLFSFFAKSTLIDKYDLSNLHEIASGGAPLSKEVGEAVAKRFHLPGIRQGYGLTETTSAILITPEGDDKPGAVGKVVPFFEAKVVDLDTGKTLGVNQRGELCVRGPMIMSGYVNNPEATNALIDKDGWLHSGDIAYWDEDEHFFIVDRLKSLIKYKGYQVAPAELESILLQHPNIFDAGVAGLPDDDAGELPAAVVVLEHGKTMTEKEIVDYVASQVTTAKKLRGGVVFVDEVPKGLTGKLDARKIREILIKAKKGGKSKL
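Purified P. pyralis luciferase, 10 nM final, with Km-level 10 uM D-luciferin and 10 uM ATP in 50 mM Tris acetate pH 7.5, 10 mM Mg acetate, 0.01% Tween-20, 0.05% BSA; 6-point qHTS titration about 60 µM downward; luminescence read.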
ELG1 genotox – inducers of genotoxicity in HEK293T ELG1-luciferase cells | HEK293T ELG1-luciferase reporter, luminescence, 16 h | Potency, µM (highest dose often 46 µM), for the others: at the highest dose activity change, positive = activation, actives largely listed as activators | hit rate 1.3% among 330,000 | AID 504466; also: potency is read from the fitted curve at half-maximal effect; % of control where 0% means no effect; nearly all actives have a fitted effect of over 60% in size
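DMSO vehicle served as control against compound-treated ELG1-luciferase HEK293T cells; exposure lasted 16 hr at 37 °C and 5% CO2, followed by ONE-Glo luminescence detection after 30 min.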
Active calls of the source: *; ? = inconclusive; nt = not tested or not shown; & = joins results of further samples; [ ] = another dose, or the depositor's remark. Unless noted, calls follow the shape of the dose curve; as a rule, active = well fitted curve in the direction sought with a large enough effect; inconclusive = small, poorly fitted or top-dose-only effect, or another doubt; inactive = no such curve, though single readings can be large; an effect the other way counts as inactive or inconclusive.

SMILES	Giardia kill	BRCA1 expr up	Rab9 promoter act	p53 reactivator	RORg inh	Menin-MLL TR inh	VP16 counter	NPC1 promoter act	PKM2 activator	FLuc modulator	ELG1 genotox
COc1ccc(CN2CCNC(=O)C2CC(=O)NC2CCCCCC2)c(C)c1C (centres undefined)	-6	-11%	-6%	-5%	-13%	nt	-14%	1%	-6%	6%	18%
COc1cc(C)ccc1OCCOCCN(C)Cc1ccccc1	-6	-4%	-3%	0%	-10%	-1%	2%	-3%	0%	-2%	-5%
O=C(NC1CCCCCCC1)c1ccc(F)c(S(=O)(=O)N2CCOCC2)c1	39[activator]	10%	15%	9%	nt	nt	nt	-2%	nt	nt	0%
CCCOc1cccc(C(=O)Nc2cc(NC(=O)c3ccco3)ccc2OC)c1	-23	-54%	-1%	-22%	-4%[0.365 µM]	16%	nt	1%	0%	?	-21%
COCc1cc(C)nc(SCC(=O)Oc2ccccc2)c1C#N	7	5%	-1%	5%	-1%	8%	1%	-2%	?	-18%	5%
Cc1ccc(C2N(C)C(=O)c3ccccc3N2C)cc1 (centres undefined)	5	-55%	5%	nt	21%	0%	-3%	1%	-2%	4%	-6%
Cc1oc2cc3oc(=O)cc(C)c3cc2c1C	-9	80%	26%	9%	-6%	11%	7%	25%	nt	-6%	?
Cc1ccccc1OCCCCc1c(C)n[nH]c1C	-2	-54%	-5%	4%	?	-6%	13µM*	-6%	0%	6%	-8%
Cc1csc2c(N3CCCCC3)ncnc12	-9	11µM*	19%	4%	4%	nt	3%	?	?	13µM*	10%
CCOC(=O)c1sc(NC(=O)c2sc(C)nc2C)nc1C	-18	-57%	-30%	10%	-27%	9%	-6%	-37%[inhibitor]	nt	6µM*	?

A draw from above in order of number of heavy atoms, descending:
SMILES	Giardia kill	BRCA1 expr up	Rab9 promoter act	p53 reactivator	RORg inh	Menin-MLL TR inh	VP16 counter	NPC1 promoter act	PKM2 activator	FLuc modulator	ELG1 genotox
Cc1ccc(C2N(C)C(=O)c3ccccc3N2C)cc1 (centres undefined)	5	-55%	5%	nt	21%	0%	-3%	1%	-2%	4%	-6%
Cc1ccccc1OCCCCc1c(C)n[nH]c1C	-2	-54%	-5%	4%	?	-6%	13µM*	-6%	0%	6%	-8%
Cc1oc2cc3oc(=O)cc(C)c3cc2c1C	-9	80%	26%	9%	-6%	11%	7%	25%	nt	-6%	?

Later entries.
SMILES	Giardia kill	BRCA1 expr up	Rab9 promoter act	p53 reactivator	RORg inh	Menin-MLL TR inh	VP16 counter	NPC1 promoter act	PKM2 activator	FLuc modulator	ELG1 genotox
O=C(CCCCCCCCC(=O)N/N=C/c1ccco1)N/N=C/c1ccco1	-2	-9%	0%	-4%	38%	-4%	-2%	2%	-1%	-2%	1%
CCCC(=O)Oc1ccc2c(C)cc(=O)oc2c1	-3	12%	-5%	7%	-6%	-2%	-3%	0%	3%	?	0%
O=C(Nc1ccccc1)c1oc2ccccc2c1NC(=O)C1CC1	-13	-2%	-5%	-2%	-37%	?	?	0%	5%	3%	-1%
C=C(C)CSc1nc2sc3c(c2c(=O)n1C1CCCCC1)CCN(C)C3	-7	-4%	-6%	2%	-12%	nt	5%	1%	-5%	0%	-10%
COc1cccc(CNS(=O)(=O)c2c(C)[nH]c(C)c2C(=O)N2CCCCC2)c1	-8	-1%	1%	-6%	-1%	6%	-3%	0%	-4%	-2%	1%
CCN(CC)CC(=O)Nc1sc(C)cc1C(=O)c1ccccc1	4	5%	3%	2%	7.1µM*	?	?	2%	nt	0%	-5%
O=C(O)CCCCNS(=O)(=O)/C=C/c1ccccc1	12	-11%	2%	-8%	?	10%	-1%	-6%	1%	-3%	2%
CCN(C(=O)c1cc2cccc(OC)c2oc1=O)c1ccccc1	-11	-18%	1%	-5%	0%	11%	10%	-4%	4%	1%	-5%
Cc1nnc(NCc2n[nH]c(=O)c3ccccc23)c2ccccc12	-5	-3%	1%	6%	?	-19%	?	-2%	5%	3%	0%
CCN(Cc1nc2ccccc2c(=O)[nH]1)Cc1nc2cc(OC)c(OC)cc2c(=O)[nH]1	-10	-3%	-2%	10%	1.3µM*	-19%	2.2µM*	-5%	0%	-1%	-7%
CCOc1ccc(/C=C/C(=O)Nc2ccc(N3CCOCC3)cc2)cc1	-16	15%	-1%	3%	7%	0%	2%	-4%	-2%	-1%	10%
O=C(CCC(=O)Nc1ccccc1)NNC(=O)c1cccs1	-2	3%	-4%	11%	8%	38%[activator]	0%	0%	0%	4%	1%
CCCc1nnc(SCC(=O)N2CCCC2)n1CC1CCCO1 (centres undefined)	-14	-22%	-3%	8%	4%	31%[activator]	-8%	0%	-2%	1%[2.3 µM]	2%
Cc1ccc(C)c(N2CCN(S(=O)(=O)c3c(C)[nH]c(C)c3C(=O)N3CCCCC3)CC2)c1	-4	-17%	-5%	-1%	22%	-19%	-22%	-2%	nt	0%	-1%[9.26 µM]
CN1CCN(c2nc(-c3ccncc3)nc3ccccc23)CC1	0	-8%	-2%	-19%	-43%	-3%	-10%	0%	-3%	3%	10%
COc1ccc(Cn2c(C)nnc2-c2cnn(C)c2N)cc1	-8	0%	0%	3%	19%	-2%	-14%	-1%	-8%	0%	12%
Cc1cccc(OCC(O)CN2CCNCC2)c1 (centres undefined)	-8	11%	4%	10%	12%	3%	-7%	-2%	-2%[11.5 µM]	2%	-2%
CC(C)OC(=O)c1nnn(-c2nonc2N)c1CSc1ccccn1	5	12%	-11%	-18%	1%	-8%	8%	-13%	5%	1%	-1%
CC(C)N(Cc1ccccc1)C(=O)COC(=O)/C=C/c1cnc2ccccc2n1	-14	-15%	-3%	-1%	34%	5%	21%	-5%	1%	-2%	-4%
Cc1ncc(CO)c2cc(-c3nnc(Nc4ccc5c(c4)OCO5)s3)c(=O)oc12	12	0%	-3%	-3%	-9%	nt	-13%	-2%	-21%	-1%	-2%
Cc1cccc(OCC(=O)Nc2ncn[nH]2)c1C	-14	11%	?	15%	-22%	nt	7%	21%	-2%	?	16%
O=C(Cc1c(F)cccc1Cl)N1CCOCC1	10	2%	-3%	0%	2%	1%	2%	-1%	-1%	2%	1%
COc1cc2c(cc1OC)C(=O)N(C)CC2	9	4%	-2%	-2%	8%&-4%	14%[24.8 µM]	5%&0%	-3%	1%	-1%	3%
C=CCNC(=O)COc1cc(C)ccc1C	-6	1%	-2%	8%	-1%	-3%	6%	-2%	-3%	6%	1%
CCOc1ccccc1NC(=O)C1CCCN(S(=O)(=O)c2c(C)[nH]c(=O)[nH]c2=O)C1 (centres undefined)	8	-18%&5%	0%	-4%	19%	nt	2%	10%	-4%	-1%&-7%	1%
COc1ccc(NC2CCCN(C(=O)CCn3cccn3)C2)cc1 (centres undefined)	10	-1%	1%	-3%	-5%	nt	-3%	-2%	-12%	1%	5%
Cc1cc(C)n(-c2ccc(C(=O)Nc3cccc([N+](=O)[O-])c3)cc2)n1	10	-1%	-3%	1%	43%	?	-12%	-7%	-1%	1%	-18%
COc1cccc(C(=O)Nc2ccc(C3CC3(Cl)Cl)cc2)c1 (centres undefined)	-21	?	1.1µM*	7%	21%	?	-10%	2.2µM*	-12%	2.7µM*	?
COc1ccc(-c2nc3ncccc3n2O)cc1	-7	2%	-3%	?	23%	-4%	-3%	-2%	nt	?	5%
Cc1ccc(-c2nn(-c3ccccc3)cc2C(=O)N2CCOCC2)cc1	6	16%	1%	-1%	0%[10 µM]	-6%	-1%	1%	-5%	?	3%
CCn1cc(C(=O)O)c(=O)c2cnc(N3CCN(C(=S)NC(=O)c4ccc(Cl)cc4Cl)CC3)nc21	-17	-26%	1%	3%	?	7%	?	-1%	nt	0%	-3%
O=C(CSc1nnc(Cc2cc(=O)[nH]c(=O)[nH]2)n1-c1ccc(Cl)cc1)NC1CCCC1	19	3%	?	6%	-8%	-9%[11.7 µM]	-18%	-5%	-7%	1%	-3%
CCCCSc1nc(C)cc(NC(=S)Nc2ccc(OC)cc2)n1	-1	-36%	-2%	3%	1.3µM*	3%	3.5µM*	-2%	2%	0%	1%
Nn1c(Cc2ccccc2F)n[nH]c1=S	-4	20%	3%	-1%	5%	16%	8%	-17%	-2%	4%	-3%

Some of the compounds tested. The share of hits here may be higher or lower than overall.
